TRHR ag = qHTS for Small Molecule Agonists and Allosteric Enhancers of Human TRH Receptor: Primary Screen for Agonists; AID 493084, 2011; Thyrotropin-releasing hormone receptor (Homo sapiens), P34981; TRHR cells, calcium flux fluo-8, FDSS agonist mode; activation, % at 2 µM; 0.18% of 360,000 active; also: 0% is about no effect
Target sequence (P34981 whole entry, looked up): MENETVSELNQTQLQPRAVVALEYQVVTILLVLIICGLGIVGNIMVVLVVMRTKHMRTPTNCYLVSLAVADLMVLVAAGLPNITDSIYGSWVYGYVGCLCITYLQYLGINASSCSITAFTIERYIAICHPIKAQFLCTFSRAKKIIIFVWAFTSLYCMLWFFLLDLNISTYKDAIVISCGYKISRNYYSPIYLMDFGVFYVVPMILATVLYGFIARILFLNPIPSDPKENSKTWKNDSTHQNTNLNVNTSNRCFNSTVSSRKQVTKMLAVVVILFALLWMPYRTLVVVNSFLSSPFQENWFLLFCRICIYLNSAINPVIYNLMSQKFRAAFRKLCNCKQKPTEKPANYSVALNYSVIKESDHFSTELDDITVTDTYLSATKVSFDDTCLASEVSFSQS
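Fluo-8-loaded TRHR cells; 10 s baseline, compound added, kinetic Ca2+ fluorescence read 1/s, agonist mode.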
D2 agonist = HTS Assay for Allosteric Agonists of the Human D2 Dopamine Receptor: Primary Screen for Agonists; HEK293 T-REx D2 cells, calcium flux agonist mode; D(2) dopamine receptor (Homo sapiens), P14416; AID 485358, 2010; activation, % at 2 µM; 0.53% of 340,000 active;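 active = activation over 3 SD above normal in the single-dose calcium agonist read, cut at about 30% in these data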; also: 0% is about no effect
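In this primary screen, compounds producing a positive calcium signal within 180 s of addition to tetracycline-induced, force-coupled HEK293 Trex D2 cells are flagged; cells are dye-loaded with a no-wash calcium kit beforehand.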
D1 PAM = Potentiators of Human D1 Dopamine Receptor: qHTS | HEK293 TREx D1 cells, calcium flux, dopamine EC20 potentiation | potentiation, % at 10 µM | 0.036% of 360,000 active | AID 504651, 2011 | D(1A) dopamine receptor (Homo sapiens), P21728; in the data active = potentiation above about 30%; also: 0% is about no effect
Target sequence (P21728 whole entry, looked up): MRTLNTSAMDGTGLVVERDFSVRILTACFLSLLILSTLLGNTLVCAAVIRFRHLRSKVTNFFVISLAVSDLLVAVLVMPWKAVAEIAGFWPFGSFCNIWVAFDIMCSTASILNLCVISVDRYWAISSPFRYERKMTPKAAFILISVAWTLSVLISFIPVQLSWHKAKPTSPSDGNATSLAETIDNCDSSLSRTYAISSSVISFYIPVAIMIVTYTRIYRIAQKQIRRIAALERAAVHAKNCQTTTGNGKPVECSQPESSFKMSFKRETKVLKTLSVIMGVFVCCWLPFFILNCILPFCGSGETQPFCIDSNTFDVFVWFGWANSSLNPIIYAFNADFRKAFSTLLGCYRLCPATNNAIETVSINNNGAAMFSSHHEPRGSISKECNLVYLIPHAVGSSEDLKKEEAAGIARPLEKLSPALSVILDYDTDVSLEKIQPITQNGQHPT
D1 ag = Allosteric Agonists of the Human D1 Dopamine Receptor: qHTS; D(1A) dopamine receptor (Homo sapiens), P21728; HEK293 T-REx D1 cells, calcium flux, agonist mode; activation, % at 2 µM; 1% of 360,000 active; also: 0% is about no effect
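Agonism was scored from calcium flux recorded over 180 s (1 read/s) after pintool compound addition, following a 10-cycle baseline. Cells were inducible force-coupled HEK293 TREx D1, plated overnight at 30 C and loaded with no-wash calcium dye.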
TRHR enhancer = qHTS for Small Molecule Agonists and Allosteric Enhancers of Human TRH Receptor: Primary Screen for Enhancers | Thyrotropin-releasing hormone receptor (Homo sapiens), P34981 | TRHR cells, fluo-8 calcium fluorescence, EC20 TRH enhancement | enhancement, % at 2 µM | 0.66% of 360,000 active | AID 493056, 2011; in the data active = enhancement above about 30%; also: 0% is about no effect
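Enhancer read-out: after compound pinning and an initial kinetic agonist-mode read, an EC20 of TRH (10 nM final) was injected and fluo-8 calcium signal (Ex 480/Em 530) followed at 1 s/cycle for 100 cycles in TRHR-expressing cells.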
D2 antag = HTS Assay for Allosteric Antagonists of the Human D2 Dopamine Receptor: Primary Screen for Antagonists; D(2) dopamine receptor (Homo sapiens), P14416; HEK293 TREx D2 cells, calcium flux, dopamine EC80; inhibition, % at 10 µM; 2% of 340,000 active; AID 485344, 2010; in the data active = inhibition above about 30%; also: 0% is about no effect
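Tetracycline-induced HEK293 TREx cells expressing D2 receptor forced-coupled to calcium signalling, loaded with no-wash calcium dye. Compounds added and calcium flux read 180 s, then dopamine added at EC80 and read a further 180 s.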
RXFP1 antag = qHTS Assay for Antagonists of the Relaxin Receptor RXFP1; Relaxin receptor 1 (Homo sapiens), Q9HBX9; 0.59% of 350,000 active; activity change, negative = inhibition, % at 57.5 µM; HEK293-RXFP1, relaxin-stimulated cAMP HTRF, 30 min; hits give low values;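 active = activity change of -60% or lower, but not beyond a set lower limit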; also: % is scaled to controls: 0 for no effect and ±100 for the full control effect
D1 antag = Antagonist of Human D 1 Dopamine Receptor: qHTS. D(1A) dopamine receptor (Homo sapiens), P21728. HEK293 TREx D1 cells, calcium flux, dopamine EC80; hits give low values. activity change, negative = inhibition, % at 10 µM. 3.2% of 360,000 active. AID 504652, 2011; in the data active = activity change below about -30%; also: % is scaled to controls: 0 for no effect and ±100 for the full control effect
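Tetracycline-induced HEK293 T-REx cells with force-coupled D1 receptor were loaded with a no-wash calcium dye. Compound was added after a 10 s baseline and read kinetically for 180 s; EC80 dopamine was then added and calcium flux followed another 180 s.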
D2 PAM = HTS Assay for Positive Allosteric Modulators of the Human D2 Dopamine Receptor: Primary Screen for Potentiators; AID 485347, 2010; D(2) dopamine receptor (Homo sapiens), P14416; HEK293 T-REx D2, calcium flux, EC20 dopamine potentiation; potentiation, % at 10 µM; 0.34% of 340,000 active;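 active = potentiation over 3 SD above the plate norm, cut at about 30% in these data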; also: 0% is about no effect
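Calcium flux readout, no-wash dye, 1 read/s. Inducible HEK293 Trex D2 line, overnight 30 C. Compound alone 180 s (agonist flags), then EC20 dopamine, another 180 s to score potentiation.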
An asterisk follows results filed as active. Rule as the data show it, unless noted: active = activation above about 30%; inactive = the rest.

Screening CCn1ncc(Cl)c1C(=O)NC(=S)Nc1ccccc1Br returned TRHR ag 12, D1 PAM -3, D1 ag 6, TRHR enhancer 2, RXFP1 antag -20 and D1 antag -10.
CCc1cc(=O)oc2c(C)c(O)c(CN(C)C)cc12 was read as TRHR ag 1.1, D2 agonist 0.7, D1 PAM 1, D1 ag 0, TRHR enhancer 1, D2 antag 5, RXFP1 antag 6, D1 antag -10 and D2 PAM -3.
For C=CCn1c(C(C)NC(=O)c2cccc(C)c2)n[nH]c1=S (configuration not stated) the results were TRHR ag 0.0, D2 agonist 0.1, D1 PAM -2, D1 ag 1, TRHR enhancer 4, D2 antag -17, RXFP1 antag 6, D1 antag 0 and D2 PAM 6.
Screening O=C(NCCCN1CCOCC1)c1cc(-c2ccc(Br)cc2)on1 returned TRHR ag 0.9, D1 PAM -6, D1 ag 13, TRHR enhancer 3, RXFP1 antag 0 and D1 antag -21.
O=C(C1CCN(C2CCN(CC3CC=CCC3)CC2)CC1)N1CCOCC1 (configuration not stated) was read as TRHR ag 1.8, D2 agonist -0.7, D1 PAM 2, D1 ag 1, TRHR enhancer -1, D2 antag -6, RXFP1 antag -1, D1 antag -23 and D2 PAM -2.
O=C(N/N=C/c1ccc(OC(=O)c2ccco2)cc1)c1ccncc1 was read as TRHR ag 0.3, D2 agonist -0.7, D1 PAM 0, D1 ag 7, TRHR enhancer 0, D2 antag 4, RXFP1 antag -3, D1 antag -2 and D2 PAM -2.
Cc1cc(F)ccc1NC(=O)c1ccc(NS(=O)(=O)c2cc(C(C)(C)C)ccc2C)cc1 was read as TRHR ag 0.1, D2 agonist -0.1, D1 PAM -3, D1 ag 4, TRHR enhancer 19, D2 antag -2, RXFP1 antag -8, D1 antag 22 and D2 PAM -4.
O=C(c1cc(F)c(F)cc1Cl)N1CCN(CCc2ccccc2)CC1 was read as TRHR ag -1.6, D2 agonist -2.0, D1 PAM -2, D1 ag 10, TRHR enhancer -6, D2 antag -4, RXFP1 antag 1, D1 antag -7 and D2 PAM 0.
`Cc1ccccc1C(=O)Nc1ccc(CN2CCOCC2)cc1` gave TRHR ag 2.3, D2 agonist 0.5, D1 PAM -6, D1 ag 6, TRHR enhancer 1, D2 antag -13, RXFP1 antag 6, D1 antag -9 and D2 PAM -8.
Screening O=C1CCCCC1Sc1nnc(Cc2cccs2)n1CCc1ccccc1 (configuration not stated) returned TRHR ag 0.1, D2 agonist -0.3, D1 PAM 0, D1 ag 1, TRHR enhancer 1, D2 antag -19, RXFP1 antag 1, D1 antag 9 and D2 PAM 3.
O=C(NCCN1CCCCC1)Nc1cccc(Cl)c1Cl was read as TRHR ag 0.4, D2 agonist 0.3, D1 PAM -4, D1 ag 3, TRHR enhancer 7, D2 antag 4, RXFP1 antag -77*, D1 antag -5 and D2 PAM -17.
Screening CCCCNC(=O)CSc1nnc(NC(C)=O)s1 returned TRHR ag 0.9, D2 agonist -0.2, D1 PAM 2, D1 ag 6, TRHR enhancer 10, D2 antag -20, RXFP1 antag -10, D1 antag -6 and D2 PAM 2.

A run of entries taken from the entries so far, as a working copy:
Screening CCn1ncc(Cl)c1C(=O)NC(=S)Nc1ccccc1Br returned TRHR ag 12, D1 PAM -3, D1 ag 6, TRHR enhancer 2, RXFP1 antag -20 and D1 antag -10.
CCc1cc(=O)oc2c(C)c(O)c(CN(C)C)cc12 was read as TRHR ag 1.1, D2 agonist 0.7, D1 PAM 1, D1 ag 0, TRHR enhancer 1, D2 antag 5, RXFP1 antag 6, D1 antag -10 and D2 PAM -3.
For C=CCn1c(C(C)NC(=O)c2cccc(C)c2)n[nH]c1=S (configuration not stated) the results were TRHR ag 0.0, D2 agonist 0.1, D1 PAM -2, D1 ag 1, TRHR enhancer 4, D2 antag -17, RXFP1 antag 6, D1 antag 0 and D2 PAM 6.
Screening O=C(NCCCN1CCOCC1)c1cc(-c2ccc(Br)cc2)on1 returned TRHR ag 0.9, D1 PAM -6, D1 ag 13, TRHR enhancer 3, RXFP1 antag 0 and D1 antag -21.
O=C(C1CCN(C2CCN(CC3CC=CCC3)CC2)CC1)N1CCOCC1 (configuration not stated) was read as TRHR ag 1.8, D2 agonist -0.7, D1 PAM 2, D1 ag 1, TRHR enhancer -1, D2 antag -6, RXFP1 antag -1, D1 antag -23 and D2 PAM -2.
O=C(N/N=C/c1ccc(OC(=O)c2ccco2)cc1)c1ccncc1 was read as TRHR ag 0.3, D2 agonist -0.7, D1 PAM 0, D1 ag 7, TRHR enhancer 0, D2 antag 4, RXFP1 antag -3, D1 antag -2 and D2 PAM -2.
Cc1cc(F)ccc1NC(=O)c1ccc(NS(=O)(=O)c2cc(C(C)(C)C)ccc2C)cc1 was read as TRHR ag 0.1, D2 agonist -0.1, D1 PAM -3, D1 ag 4, TRHR enhancer 19, D2 antag -2, RXFP1 antag -8, D1 antag 22 and D2 PAM -4.

(listing goes on)
For COc1cc(-c2nnc(SCC(=O)N(C)C3CCS(=O)(=O)C3)o2)cc(OC)c1OC (configuration not stated) the results were TRHR ag 0.6, D2 agonist 0.5, D1 PAM 2, D1 ag 4, TRHR enhancer -4, D2 antag 6, RXFP1 antag -5, D1 antag -1 and D2 PAM -3.
CCOC(=O)C1=C(c2ccccc2)OC(N)=C(C#N)C1c1ccc(Br)s1 (configuration not stated) was read as TRHR ag 1.0, D2 agonist 2.4, D1 PAM -2, D1 ag 3, TRHR enhancer 5, D2 antag 4, RXFP1 antag -8, D1 antag 9 and D2 PAM -2.
Screening O=C(Oc1ccc2c(c1)CCC2)N1CCOCC1 returned TRHR ag 2.0, D2 agonist 2.9, D1 PAM -3, D1 ag 3, TRHR enhancer 3, D2 antag 16, RXFP1 antag 10 and D1 antag 1.
COc1ccccc1Cn1c(=S)[nH]c2cc(C(=O)N3CCN(c4ccccc4OC)CC3)ccc2c1=O was read as TRHR ag 0.5, D2 agonist 1.8, D1 PAM 3, D1 ag 4, TRHR enhancer -1, D2 antag 18, RXFP1 antag -19, D1 antag 0 and D2 PAM -11.
CCN(CC)S(=O)(=O)c1ccc(N(C)C)c(NC(=O)CSCc2c(C)noc2C)c1 was read as TRHR ag -0.7, D2 agonist -0.8, D1 PAM -3, D1 ag 2, TRHR enhancer -1, D2 antag -4, RXFP1 antag 13, D1 antag 2 and D2 PAM -4.
`CCNc1nc(N2CCCCC2)nc(-n2nnc(C(=O)OCC)c2C)n1` gave TRHR ag 1.7, D2 agonist -1.6, D1 PAM 1, D1 ag 1, TRHR enhancer -5, D2 antag 6, RXFP1 antag -6, D1 antag 2 and D2 PAM 20.
CN1CCN(C(=O)CCc2ncc(C(F)(F)F)cc2Cl)CC1 was read as TRHR ag -0.7, D2 agonist 0.3, D1 PAM -4, D1 ag 5, TRHR enhancer 8, D2 antag -4, RXFP1 antag 1, D1 antag -13 and D2 PAM 8.
For CCN1CCN(c2cc(C)nc(-c3ccccc3O)n2)CC1 the results were TRHR ag -0.5, D2 agonist -0.7, D1 PAM -3, D1 ag 1, TRHR enhancer -1, D2 antag 3, RXFP1 antag 1, D1 antag 7 and D2 PAM -2.
COc1ccc(C(C(=O)NCC2CCCO2)N(C(=O)CNC(=O)c2ccco2)c2ccc(C)c(C)c2)cc1OC (configuration not stated) was read as TRHR ag 0.2, D2 agonist -0.2, D1 PAM -4, D1 ag 4, TRHR enhancer -4, D2 antag 12, RXFP1 antag 10, D1 antag -6 and D2 PAM -10.
For CC(=O)N1CCN(S(=O)(=O)c2cccc(C(=O)Nc3ccc4c(c3)CCC4)c2)CC1 the results were TRHR ag -1.0, D2 agonist 0.2, D1 PAM -8, D1 ag 2, TRHR enhancer -4, D2 antag -5, RXFP1 antag 4, D1 antag -1 and D2 PAM -4.
Screening COc1ccc(/C=N/NC(=O)c2nnn(-c3nonc3N)c2CN(C)c2ccccc2)cc1 returned TRHR ag 0.0, D2 agonist 0.0, D1 PAM 5, D1 ag 1, TRHR enhancer 8, D2 antag 7, RXFP1 antag -4, D1 antag 14 and D2 PAM 0.
Screening CC1(C)CC(=O)c2cc(NC(=O)c3ccccc3)c(=O)oc2C1 returned TRHR ag 0.3, D2 agonist 1.3, D1 PAM -3, D1 ag 0, TRHR enhancer 5, D2 antag -24, RXFP1 antag -30, D1 antag -7 and D2 PAM 10.
For CCCC(=O)Nc1ccccc1-c1nnc(SCC)[nH]c1=O the results were TRHR ag 0.6, D2 agonist 0.6, D1 PAM -3, D1 ag 2, TRHR enhancer 7, D2 antag -1, RXFP1 antag -4, D1 antag -14 and D2 PAM -8.
For Cc1nn(-c2ccccc2)c(-n2cccc2)c1C(=O)NCCCN1CCN(c2ccccc2F)CC1 the results were TRHR ag -1.1, D2 agonist -0.2, D1 PAM -4, D1 ag 1, TRHR enhancer 4, D1 antag -33* and D2 PAM -22.
CC1COC(c2cccn2Cc2ccccc2Cl)=N1 (configuration not stated) was read as TRHR ag 2.6, D2 agonist 1.0, D1 PAM 2, D1 ag 0, TRHR enhancer 15, D2 antag 0, RXFP1 antag -5, D1 antag -4 and D2 PAM -1.
O=C(CN1N=C(c2ccc(Cl)cc2)CCC1=O)NCc1cccs1 was read as TRHR ag -0.6, D2 agonist 0.6, D1 PAM 1, D1 ag -1, TRHR enhancer -8, D2 antag 0, D1 antag 8 and D2 PAM -6.
For O=C(Nc1ccccc1)C(=O)c1cn(CC(=O)N2CCCCC2)c2ccccc12 the results were TRHR ag -1.0, D2 agonist -1.7, D1 PAM -6, D1 ag 3, TRHR enhancer 12, D2 antag -4, RXFP1 antag -6, D1 antag 0 and D2 PAM 11.
For O=C(COc1ccccc1)Nc1cc(S(=O)(=O)N2CCOCC2)ccc1N1CCCC1 the results were TRHR ag -0.8, D2 agonist -0.4, D1 PAM -8, D1 ag 1, TRHR enhancer 0, D2 antag 9, RXFP1 antag -2, D1 antag -18 and D2 PAM -9.
Screening Cc1cccc(C)c1-n1c(C)nn(CC#N)c1=O returned TRHR ag 0.1, D2 agonist 0.7, D1 PAM 0, D1 ag 1, TRHR enhancer 6, D2 antag -11, RXFP1 antag 5 and D2 PAM -7.

Screening data deposited in PubChem BioAssay by National Center for Advancing Translational Sciences (NCATS).
